# SRC1 TRFRET art: TR-FRET detection interference compounds, primary screen, artefact control for PPARgamma SRC-1 recruitment agonists, biochemical, TR-FRET emission ratio; TR-FRET detection artefact counter-screen; active compounds read high; TR-FRET ratio at 8 µM; 99,000 compounds, 0.34% hits; in the data active means TR-FRET ratio above about 2300; further: inactives centre near 1800
# SRC3 TRFRET art: TR-FRET detection interference compounds, artefact control for PPARgamma SRC-3 recruitment agonists, biochemical, TR-FRET ratio. 99,000 compounds, 0.39% hits. TR-FRET artefact counter-screen, PPARgamma/SRC-3 format; active compounds read high. AID 1048, 2008. TR-FRET ratio at 8 µM; in the data active means TR-FRET ratio above about 2000; further: inactives centre near 1600
# An asterisk follows results filed as active. The list is partial. The share of hits here may be higher or lower than overall.
SMILES,SRC1 TRFRET art,SRC3 TRFRET art
Cc1cc(C(=O)OCC(=O)N2CC(=O)Nc3ccccc32)c(C)n1-c1ccc(F)cc1,1529,1499
CC(CO)NCC12CC3CC(CC(C3)C1)C2 (centres undefined),1571,1532
Cc1sc2nc(CSc3n[nH]c(N)n3)[nH]c(=O)c2c1C,1801,1564
Cc1onc(C(=O)NN)c1C(=O)N1CCN(C(c2ccccc2)c2ccccc2)CC1,1683,1309
Cc1c(-c2cccs2)[n+](=O)c2c(n1[O-])CCCC2,1493,1564
NC(=S)N1OC[C@@H]2COc3ccc4ccccc4c3[C@@H]21,1758,1434
O=C(/C=C/c1ccccc1Cl)N1CCN(c2ncccn2)CC1,1807,1419
COc1ccc(CNC(=O)c2c(O)c3cccc4c3n(c2=O)CCC4)cc1OC,1915,1617
Nc1ncn(C(=O)c2ccco2)n1,1755,1439
CC(C)(CO)NCc1cccc(OCc2ccc(Cl)cc2)c1,1837,1520
Cc1cc(C)n(-c2nc3ccccc3nc2N2CCOCC2)n1,1786,1339
CS(=O)(=O)c1ccc(Cl)c(NC(=O)CCc2ccccc2)c1,1800,1671
COc1ccc(C(C(=O)NCCC(C)C)N(CCN2CCOCC2)C(=O)Cn2nnc3ccccc32)c(OC)c1 (centres undefined),1590,1624
N/C(=N\OC(=O)c1cccc(Br)c1)c1ccncc1,1824,1483
COc1cc(C2c3c(oc4cc(C)c(C)cc4c3=O)C(=O)N2c2cc(C)ccn2)ccc1O (centres undefined),2056,1563
O=C(COC(=O)c1ccc(S(=O)(=O)NCc2ccco2)cc1)c1ccccc1,1630,1538
CCc1ccc(NC(=O)C(=O)NNC(=O)COc2cccc(OC)c2)cc1,1669,1442
COc1ccc(C(=O)c2oc3ccc(OC)cc3c2N)cc1,1743,1413
NS(=O)(=O)c1ccc(N/C=C\C(=O)c2ccc(F)cc2)cc1,1676,1596
CCOc1ccccc1NC(=S)N1CCC(c2nc3ccccc3o2)CC1,1512,1459

# Shown with values under each structure: part of the list above
# Results follow in this order: SRC1 TRFRET art	SRC3 TRFRET art
NC(=S)N1OC[C@@H]2COc3ccc4ccccc4c3[C@@H]21
  1758	1434
O=C(/C=C/c1ccccc1Cl)N1CCN(c2ncccn2)CC1
  1807	1419
COc1ccc(CNC(=O)c2c(O)c3cccc4c3n(c2=O)CCC4)cc1OC
  1915	1617
Nc1ncn(C(=O)c2ccco2)n1
  1755	1439
CC(C)(CO)NCc1cccc(OCc2ccc(Cl)cc2)c1
  1837	1520
Cc1cc(C)n(-c2nc3ccccc3nc2N2CCOCC2)n1
  1786	1339
CS(=O)(=O)c1ccc(Cl)c(NC(=O)CCc2ccccc2)c1
  1800	1671

# Carrying on:
SMILES,SRC1 TRFRET art,SRC3 TRFRET art
COC(=O)c1ccc2c(=O)n(Cc3ccc(C(=O)NC4CCCC4)cc3)c(=S)[nH]c2c1,1852,1370
Cc1nn(-c2ccccc2)c(Cl)c1/C=N/NC(=O)CNc1n[nH]c(=O)[nH]c1=O,1514,1758
Nc1cc(=O)[nH]c(=O)n1-c1cccc(F)c1,1884,1386
CCOc1ccc(N2C(=O)CC(SCc3nc4ccccc4[nH]3)C2=O)cc1 (centres undefined),1395,1640
CCn1ccc(C(=O)Nc2cccc(Cl)c2)n1,1528,1662
N/C(=N\N=C\c1ccco1)SC1CC(=O)N(c2ccccc2)C1=O (centres undefined),1622,1565
O=C(COC(=O)CCc1ccccc1)NC12CC3CC(CC(C3)C1)C2,1967,1688
O=C(COC(=O)C12CC3CC(CC(Br)(C3)C1)C2)N1CCOCC1,1559,1383
O=C(COc1ccccc1)N1CCN=C1SCc1ccccc1,1573,1423
CCOc1ccc(-n2cc(-c3ccccc3)c3c(SC(C)C(=O)OC)ncnc32)cc1 (centres undefined),1644,1534
CC(Sc1ccsc1[N+](=O)[O-])C(=O)N1CCN(c2ccccn2)CC1 (centres undefined),1600,1610
O=C(Nc1ccc(Cl)cc1)C1CC(=O)n2c(nc3ccccc32)N1 (centres undefined),1714,1576
COC(=O)Nc1ccc(S(=O)(=O)N2c3ccccc3CCC2C)cc1 (centres undefined),1804,1530
O=C(OCC(=O)N1CCCCC1)c1cc(NS(=O)(=O)c2ccc(Cl)c([N+](=O)[O-])c2)ccc1O,1809,1691
CCN1CCN(CCCOc2ccc(Cl)cc2Br)CC1,1945,1474
CCOc1ccc(/C=N/NC(=O)C2(O)c3ccccc3-c3ccccc32)cc1,1668,1439
CCCCN(C)CC(O)Cn1cc(/C=C/C(=O)c2cccs2)c2ccccc21 (centres undefined),1834,1694
O=C1c2ccccc2C(=O)C1c1ccccc1,1735,1781
c1ccc(-c2cnc(CSc3nnc4ccccn34)o2)cc1,1712,1467
CCn1cc(CNC(=O)CCc2nnc(CCC3CCCCC3)o2)cn1,1985,1607
CN(C)C(=S)c1ccc(N(C)C)cc1,2082,1677
CCN1CCN(C(=S)NCC2CCCO2)CC1 (centres undefined),1928,1661
Cc1ccc(S(=O)(=O)NC2c3cccc4cccc(c34)C2Sc2ncccn2)cc1 (centres undefined),1676,1519
Nn1c(SCc2ccccn2)nncc1=O,1756,1581
NC(=O)C1CCN(C(=O)Cc2ccc([N+](=O)[O-])cc2)CC1,2001,1781
O=C(CCc1nc(-c2ccccc2Cl)no1)NCc1ccco1,1672,1577
N#Cc1c(-c2ccc(Cl)cc2)ccnc1N1CCOCC1,1592,1471
Cc1cc(C)c(NC(=S)N(CCN2CCCCC2)Cc2ccco2)c(C)c1,1686,1598
Cc1cc(C)nc(SCC(=O)Nc2cccc(S(=O)(=O)N(C)C)c2)n1,1614,1507
COc1ccc(C2C(C(=O)c3ccccc3)=C(C)Nc3nc4ccccc4n32)cc1OC (centres undefined),1542,1655
Cc1cc(Br)ccc1S(=O)(=O)n1ccnc1C,1952,1545
COc1ccc(NS(=O)(=O)c2cc(NC(=O)c3cnc(C)cn3)ccc2N2CCCC2)cc1,1629,1696
COCCNc1ccc(S(=O)(=O)N2CCCC2)cn1,1937,1641
CCOC(=O)N1C=CC=C[C@@H]2[C@@H](N3C(=O)c4ccccc4C3=O)C(=O)N21,1896,1425
Cc1ccc(OCc2ccc(C(=O)Nc3nc4ccccc4n3C)o2)c([N+](=O)[O-])c1,1826,1690
CC1(C)OC2OC(COC(=O)c3ccc([N+](=O)[O-])cc3)C3OC(C)(C)OC3C2O1 (centres undefined),1928,1679
O=C(NCCCn1ccnc1)C(=O)NCC1OCCN1S(=O)(=O)c1ccc(Br)cc1 (centres undefined),1846,1497
N#C/C(=C(/O)c1ccc(F)cc1)c1nc2ccccc2s1,1633,1274
CC1CCCN(C(=O)C(C)Nc2cc(Cl)ccc2N2CCOCC2)C1 (centres undefined),2024,1446
CCOc1ccc2c(c1)c(N=NC(=N)N)c(O)n2C,1820,1732

# Given with two lines to a compound: part of the list above.
# Every second line gives: SRC1 TRFRET art	SRC3 TRFRET art
COc1ccc(C(=O)c2oc3ccc(OC)cc3c2N)cc1
→ 1743	1413
Cc1cc(Br)ccc1S(=O)(=O)n1ccnc1C
→ 1952	1545

# (listing goes on)
SMILES,SRC1 TRFRET art,SRC3 TRFRET art
CC(=O)OCCSc1c(-c2ccccc2)c2cc(Cl)ccc2[nH]c1=O,2084,1732
Cn1cccc1/C=C(/C#N)c1ccc(F)cc1,1818,1606
Cc1ccccc1Nc1nc(N)nc(COC(=O)c2ccccc2)n1,1765,1640
C/C(=N\NS(=O)(=O)c1ccc(C)cc1)c1cc2ccccc2oc1=O,1735,1572
CCO[C@H]1OC(C(=O)NC2CC2)=C[C@@H](c2ccc(C(F)(F)F)cc2)[C@@H]1CCCO,1802,1613
Cc1ccccc1CN(C)CC(=O)Nc1cccc(S(=O)(=O)N(C)c2ccccc2)c1,1878,1386
O=C(Cc1cnc2ncnn2c1)N1CCc2c([nH]c3ccccc23)C1c1ccccc1F (centres undefined),1754,1641
O=C(NC1CCCCC1)c1ccc(S(=O)(=O)c2ccccc2Cl)c([N+](=O)[O-])c1,1585,1488
CSc1cccc(NC(=S)N(CCCN2CCCC(C)C2)Cc2cccs2)c1 (centres undefined),1849,1603
COc1ccc(N(CC(=O)NCc2cccnc2)S(=O)(=O)c2ccccc2[N+](=O)[O-])c(OC)c1,1942,1549
CCOC(=O)N1CCC(Nc2c(NCCCN3CCN(C4CCCCC4)CC3)c(=O)c2=O)CC1,1456,1410
COc1cc(NC(=O)c2cccc(Cl)c2)c(OC)cc1NC(=O)CN1CCCCC1,1870,1631
COc1cc(/C=N/n2nnnc2N)ccc1OCc1c(C)no[n+]1[O-],2070,1339
COc1ccc(-c2cc(N3C(=O)Nc4ccccc4N3O)n[nH]2)cc1,1692,1558
COc1ccc(/C=N/NC(=O)c2cccnc2)cc1CN1CCCc2ccccc21,1907,1901
CCOC(=O)Cn1nc(C(F)F)c(Br)c1C,1806,1455
COc1ccc(NCC(=O)N/N=C/C=C/c2ccccc2[N+](=O)[O-])cc1,1543,1654
Cc1cc2ccccc2nc1Br,1968,1772
CC(=O)C1=C(C)NC(=O)CC1c1ccc(F)cc1 (centres undefined),1812,1619
Cn1ccnc1SCc1cn2ccccc2n1,1640,1546
COc1ccc(CCNC(=O)/C(=C/c2cccnc2)NC(=O)c2ccccc2)cc1,1752,1569
CNC(C)c1ccc(S(N)(=O)=O)cc1 (centres undefined),1981,1586
CCOC(=O)COC(=O)c1ccc(O)cc1,1474,1534
Cc1cc(C)nc(N/N=C/c2cc(C)n(CC(F)(F)F)c2C)n1,1790,1538
O=c1[nH]c2ccc(NS(=O)(=O)c3ccc([N+](=O)[O-])cc3)cc2[nH]1,1653,1485
Cc1ccc2c(c1)CCCN2C(=O)NC1CCCCC1,2056,1932
COc1cc(OC)cc(C(=O)NC2CCN(Cc3nnnn3Cc3ccc(F)cc3)CC2)c1,1559,1648
CC(=O)NN=C1CCC(c2ccccc2)CC1 (centres undefined),1899,1448
O=C(COc1ncnc2ccccc12)Nc1cc([N+](=O)[O-])ccc1Cl,1782,1536
Brc1ccc(-c2csc(/N=C/N3CCCC3)n2)cc1,2065,1634
COc1ccc(C(=O)COc2ccccc2C(=O)Nc2ccccc2)cc1,1940,1528
Cc1cccc(C)c1OCc1nc2ccccc2c(=O)n1/N=C/c1ccc(OCC(=O)O)cc1,1684,1326
O=C(NC1CCCC1)C(c1ccncc1)N(Cc1ccccc1)C(=O)c1ccc(-c2ccccc2)[nH]1 (centres undefined),1653,1522
CC(C)C(Nc1ccc(C(F)(F)F)cc1[N+](=O)[O-])C(=O)O (centres undefined),1815,1400
CCCCN(C)C1CCN(C(=S)Nc2ccc(OCC)cc2)CC1,1867,1615
COc1ccc(C(=O)NC(=S)Nc2ccc(S(N)(=O)=O)cc2)cc1,1694,1673
CCCC(=O)Nc1nnc(SCC(=O)Nc2ccc3c(c2)OCO3)s1,1582,1537
O=C(Nc1ccc(C(=O)NN2C(=O)c3ccccc3C2=O)cc1)c1ccccc1,1847,1454
C=CCNC(=S)NNc1nc2c(c(=O)[nH]1)C1(CCCC1)Cc1ccccc1-2,2064,1521
Cc1ccc(NCc2n[nH]c(=S)n2Cc2ccccc2)cc1Cl,1952,1367

# Ordered by SMILES length (highest first): five of the compounds above.
SMILES,SRC1 TRFRET art,SRC3 TRFRET art
Cc1cccc(C)c1OCc1nc2ccccc2c(=O)n1/N=C/c1ccc(OCC(=O)O)cc1,1684,1326
COc1cc(OC)cc(C(=O)NC2CCN(Cc3nnnn3Cc3ccc(F)cc3)CC2)c1,1559,1648
O=C(Nc1ccc(C(=O)NN2C(=O)c3ccccc3C2=O)cc1)c1ccccc1,1847,1454
O=C(COc1ncnc2ccccc12)Nc1cc([N+](=O)[O-])ccc1Cl,1782,1536
CC(C)C(Nc1ccc(C(F)(F)F)cc1[N+](=O)[O-])C(=O)O (centres undefined),1815,1400

# New compounds follow:
SMILES,SRC1 TRFRET art,SRC3 TRFRET art
CCn1c(COc2ccccc2Cl)nnc1SCC(=O)Nc1ncccc1C,1632,1545
COc1ccc(C2NC(=S)NC(C)=C2C(=O)Nc2ccccn2)cc1 (centres undefined),1649,1668
Nc1ccc(C(=O)N/N=C\C=C\c2cccc([N+](=O)[O-])c2)cc1,1972,1772
O=C(O)CN1C(=O)C2C3CC(C2C1=O)C1C(c2ccccc2)c2sc(=O)[nH]c2SC31 (centres undefined),1933,1725
O=C(Cn1cnc2ccccc21)N1CCN(S(=O)(=O)c2ccccc2)CC1,1583,1452
Cc1ccc(NC(=O)NNC(=O)C2CCN(Cc3ccc(F)cc3Cl)CC2)cc1,1762,1651
Cc1cccc(CN2CCN(C(=O)CCc3nnc(C4CCCCC4)o3)CC2)c1,1751,1669
COc1ccc(-c2nc3ncccn3c2Nc2ccccc2)cc1,1916,1505
Cc1nn(CCCC(=O)NCCc2ccccc2)c(C)c1[N+](=O)[O-],1895,1649
O=C(Nc1ccc(S(=O)(=O)N2CCCC2)cc1)c1ccc(CN2CCc3ccccc3C2)cc1,1914,1601
COc1ccccc1NS(=O)(=O)c1cc(NC(=O)c2ccc(Cl)nc2)ccc1Cl,1921,1661
Cc1ccccc1NC(=O)CS(=O)(=O)c1cn(CC(=O)N2CCOCC2)c2ccccc12,1742,1772
Cc1ccc(S(=O)(=O)NCC(=O)OCc2ccccc2Br)cc1,1698,1471
Cc1cccc(C)c1NC(=O)C1(NC(=O)C2CCC(=O)N2)CCCCC1 (centres undefined),1677,1415
CN(c1ccccc1)S(=O)(=O)c1cccc(NC(=O)CSc2nncn2C)c1,1735,1661
CCOC(=O)c1c(NC(=S)Nc2ccccc2C)sc2c1CCC2,1996,1787
CC(NC(=O)COC(=O)[C@@H]1CCCN1S(=O)(=O)c1ccccc1F)C12CC3CC(CC(C3)C1)C2 (some centres undefined),1593,1677

# Screening data (PubChem)
